Screening data from PubChem BioAssay.
GASC-1 inh = inhibitors of human GASC-1 (JMJD2C) demethylase; Q9H3R0; GST-JMJD2C(1-420) H3K9me3 demethylation, DELFIA europium; inhibition, % at 2.35 µM; 330,000 compounds, 0.069% hits;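 active = more than half of a compound's replicate wells show inhibition beyond 50%, single wells judged on their own value; inconclusive = some, but no more than half, of replicates pass 50% inhibition; inactive = no replicate passes 50% inhibition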;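 note: signal counts dimethyl H3K9 product captured on neutravidin plate; 0% = median of DMSO wells and 100% = 0.3 times that DMSO median; strong numbers were not always called active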
PP1 counter = blocks human PP1-alpha phosphatase, a PP5 counter-screen; P62136; purified PP1alpha, OMFP fluorescence; inhibition, % at 6.7 µM; 320,000 compounds, 0.9% hits; AID 2235;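 active = inhibition above the mean inhibition of all tested compounds plus 3 SD, computed separately for each screening campaign, cut at about 15% in these data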
Target sequence (P62136 whole entry, looked up): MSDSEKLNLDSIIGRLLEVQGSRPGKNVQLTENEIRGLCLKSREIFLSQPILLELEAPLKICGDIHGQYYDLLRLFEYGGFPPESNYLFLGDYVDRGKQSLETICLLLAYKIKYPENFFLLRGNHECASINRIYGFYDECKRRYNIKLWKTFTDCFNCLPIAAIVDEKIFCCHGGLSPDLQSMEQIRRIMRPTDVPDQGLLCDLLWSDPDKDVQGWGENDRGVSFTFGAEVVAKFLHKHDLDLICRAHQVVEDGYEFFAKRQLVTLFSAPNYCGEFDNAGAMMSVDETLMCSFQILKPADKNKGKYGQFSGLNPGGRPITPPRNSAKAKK
Fh CTSL1 inh = cathepsin L1 inhibition, PFM18AAP counter-screen; recombinant F. hepatica cathepsin L1, Z-Leu-Arg-MCA fluorescence; inhibition, % at 5.96 µM; 300,000 compounds, 0.49% hits; AID 1906;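 active = inhibition above the mean of all tested compounds plus 3 SD, set per screening campaign, cut at about 17% in these data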;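 note: 0% = plate median of test compound wells and 100% = 1 µM Z-Phe-Ala-diazomethylketone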
proCasp3 act = procaspase-3 (human) activation | P42574 | recombinant procaspase-3 D3A, Ac-DEVD-pNA absorbance 405 nm | activation, % at 8.5 µM | 330,000 compounds, 0.11% hits | AID 463141;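 active = activation above the mean of all tested compounds plus 3 SD, cut at about 21% in these data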;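 note: 0% = DMSO alone and 100% = DMSO wells spiked with extra 5 µM PC-3 D3A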
Target sequence (P42574 whole entry D9A/D28A/D175A): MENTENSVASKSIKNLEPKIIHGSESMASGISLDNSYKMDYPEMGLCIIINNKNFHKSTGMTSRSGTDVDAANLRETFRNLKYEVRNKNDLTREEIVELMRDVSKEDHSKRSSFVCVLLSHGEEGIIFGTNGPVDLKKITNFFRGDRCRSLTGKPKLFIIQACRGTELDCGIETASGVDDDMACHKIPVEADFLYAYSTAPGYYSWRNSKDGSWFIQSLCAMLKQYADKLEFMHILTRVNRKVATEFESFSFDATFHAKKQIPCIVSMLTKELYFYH
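Assay system: Autoprocessing-dead procaspase-3 D3A mutant enzyme; also added: Ac-DEVD-pNA; doses: one concentration, 8.5 µM nominal, 0.8% DMSO; times: 1 h compound preincubation, 2 h substrate hydrolysis at 25 °C; technique: 405 nm absorbance of p-nitroaniline, reads at 0 and 120 min; measure: % activation between DMSO and enzyme-spiked controls; repeats: single replicate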
PP5 primary = blocks human protein phosphatase 5 activity | inhibition, % at 6.7 µM | 320,000 compounds, 0.18% hits | purified PP5c, OMFP substrate fluorescence;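 active = inhibition above the campaign's mean inhibition across all tested compounds plus 3 SD, cut at about 9.5% in these data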;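 note: 0% = DMSO only and 100% = 100 µM cantharidin control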
GRK2 inh = human GRK2 inhibition via aptamer displacement; P25098; bead flow cytometry, FAM-aptamer displacement from GRK2; inhibition of aptamer binding, % at 10 µM; 330,000 compounds, 0.59% hits;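 active = inhibition of aptamer binding above 40%, roughly 3 SD of noise, on plates passing a quality check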;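 note: median bead fluorescence of bound FAM aptamer so fluorescent compounds give negative values; no value below 0 was filed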
procasp7 counter = counter-screen: procaspase-7 (human) activation | recombinant procaspase-7, Ac-DEVD-pNA absorbance 405 nm; D23A/D198A/D206A triple mutant, cannot self-cleave; scale: DMSO 0, 5 µM enzyme 100 | activation, % at 8.5 µM | P55210 | 330,000 compounds, 0.093% hits | AID 463210;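 active = percent activation above the screen-wide mean plus 3 SD, cut at about 25% in these data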
Target sequence (P55210 whole entry D23A/D198A/D206A): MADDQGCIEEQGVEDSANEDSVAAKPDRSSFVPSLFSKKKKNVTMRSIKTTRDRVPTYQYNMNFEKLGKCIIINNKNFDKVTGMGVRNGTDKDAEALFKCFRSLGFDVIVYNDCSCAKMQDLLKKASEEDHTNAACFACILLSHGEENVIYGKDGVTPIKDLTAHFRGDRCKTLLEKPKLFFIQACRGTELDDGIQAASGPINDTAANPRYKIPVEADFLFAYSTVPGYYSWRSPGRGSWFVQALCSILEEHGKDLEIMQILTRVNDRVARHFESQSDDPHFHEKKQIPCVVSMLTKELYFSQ
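signal = Epi-absorbance of released pNA at 405 nm, two timepoints | assay system = Uncleavable procaspase-7 mutant enzyme | reagent = Ac-DEVD-pNA substrate, 400 µM as added | times = 1 h enzyme–compound preincubation and 2 h substrate reaction, both 25 °C | benchmarks = low DMSO alone, high DMSO plus 5 µM PC-7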
HCV core dimer = blocks dimerization of HCV core protein | TR-FRET GST/Flag-core106 dimerization, 1536-well | inhibition, % at 5 µM | 300,000 compounds, 0.33% hits;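 active = inhibition above the mean of all tested compounds plus 3 SD, set per screening campaign, cut at about 45% in these data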
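Material: Tagged HCV core106 pair (GST and Flag) | Amount: GST-core106 13.5 nM, Flag-core106 17 nM | Medium: KF-containing HEPES buffer, pH 7.45, DTT, CHAPS, BSA | Reagent: Eu donor and XL665 acceptor anti-tag antibodies | Schedule: 4 h at 22.5 °C | Technique: Time-resolved FRET, ex 340 nm, em 617 and 671 nm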
VLA-4 inh = inhibition in a human VLA-4 binding assay. inhibition, % (about 7 µM as worked out from the volumes in the protocol). AID 2557. VLA-4 expressing cells, ligand binding flow cytometry. 330,000 compounds, 0.2% hits. P13612; in the data active = inhibition above about 50%
An asterisk follows results filed as active; ? = inconclusive; . = not tested or not shown.

SMILES	GASC-1 inh	PP1 counter	Fh CTSL1 inh	proCasp3 act	PP5 primary	GRK2 inh	procasp7 counter	HCV core dimer	VLA-4 inh
Cc1ccc(C2NC(=O)c3c(sc4c3CCN(C)C4)N2)o1 (centres undefined)	4	-4	6	-6	0.1	3	-2	-11	12
O=C(Cc1ccc(Br)cc1)N1CCN(c2ccc(F)cc2)CC1	1	1	0	-9	3.2	2	1	-1	19
COc1ccc(OC)c2sc(N(CCCN(C)C)C(=O)c3ccc(S(=O)(=O)N4CCc5ccccc5C4)cc3)nc12	9	20*	1	1	3.1	0	8	-11	53*
CC(C)OC(=O)c1ccc(NC(=S)NC(=O)c2cncc(Br)c2)cc1	-1	-1	0	10	-1.1	2	-6	3	-18
COc1ccc(C(=O)NCC(=O)OCC(=O)NC2CCCC2)cc1	4	-10	-16	-4	2.2	0	0	-9	-1
CCCS(=O)(=O)c1nc(S(=O)(=O)c2ccc(C)cc2)c(NCCCn2ccnc2)s1	7	-4	12	2	-7.2	0	3	-20	-2
Cc1cc2ccccn2c1C(=O)c1ccc([N+](=O)[O-])cc1[N+](=O)[O-]	-12	-2	-2	1	-0.6	1	-3	5	16
Cc1cc(OCC(=O)N2CCN(c3ncccn3)CC2)ccc1Cl	-14	-5	-2	1	0.6	7	-2	9	-2
C[C@H]1CN([C@@H](C)CO)C(=O)c2cccc(NS(=O)(=O)c3ccc(F)cc3)c2O[C@H]1CN(C)Cc1ccc(Cl)c(Cl)c1	-10	.	.	-8	.	0	-2	.	24
O=C(COC(=O)c1ccc(Cl)c(S(=O)(=O)N2CCOCC2)c1)Nc1ccc2[nH]c(=O)[nH]c2c1	-20	4	.	5	-1.9	0	12	.	4
O=c1nc2ccccc2c2n1CC(CN1CCN(c3ccccc3F)CC1)N2 (centres undefined)	8	-3	-2	-3	-2.7	2	17	2	-11
COc1ccccc1-n1nnnc1SCc1cc2c(cc1Br)OCO2	-6	1	-4	7	1.3	2	6	1	-3
CCCc1cc(=O)c2ccc(OCC(C)=O)cc2o1	-10	-4	0	-5	1.2	2	-3	-2	15
CCOC(=O)C(C)(C)Oc1ccc(Cl)cc1	.	-1	-2	1	-0.8	2	-4	-11	0
Cc1nc2ccc(S(=O)(=O)Nc3cc(-c4nc5cccnc5s4)ccc3C)cc2s1	-17	-1	1	-5	-1.9	0	0	10	1
CCN1CC(CN(C)Cc2nc(COc3ccccc3)no2)CC1=O (centres undefined)	-6	-7	12	-5	-8.1	0	-8	0	-7
CCOc1ccc(C2=CS/C(=C(\C#N)c3nnc4n3CCCCC4)N2CC)cc1	-8	2	5	-3	0.7	1	1	-1	-14
Cc1ccccc1NC(=S)N1CCCC1	-7	-5	-3	-1	1.1	0	7	-3	16
COc1cccc(OCc2cc(C(=O)NC3CCOCC3)no2)c1	-6	-5	-3	7	1.2	3	13	-1	1
N#Cc1cc([N+](=O)[O-])ccc1Oc1cccc(/C=N/NC(=O)c2ccc(Cl)cc2)c1	4	1	-3	-2	0.7	0	-2	21	1
CCCCNC(=O)CCNC(=O)c1ccc(C(C)(C)C)cc1	-6	0	2	1	1.3	2	10	-4	10
CCn1c(SCC(=O)OC)nc2sc3c(c2c1=O)CCC3	3	-3	3	7	-0.4	9	-9	26	-12
Cc1cc(N2C(=O)C(O)=C(C(=O)c3ccco3)C2c2cccc(Oc3ccccc3)c2)no1 (centres undefined)	-18	25*	1	-10	-0.1	6	-31	6	15
COC(=O)Cn1cc(C(=O)OC)cc(Br)c1=O	-3	-1	0	-1	-0.3	0	0	-3	1
Cc1ccc2nc(C)c(C(=O)N/N=C/c3ccccc3[N+](=O)[O-])cc2c1	-6	-3	-3	1	-1.1	0	4	-8	15
O=C(c1ccc(OC2CCN(C/C=C/c3ccc(F)cc3)CC2)cc1)N1CCCC1	-11	12	-3	7	-0.4	0	9	-1	8
C=CCn1c(N)c(C(=O)N2CCN(C)CC2)sc1=S	-14	-4	3	1	-1.9	0	12	-3	-2
CC(=O)Nc1ccc(NC(=O)c2cc(=O)c3ccccc3o2)cc1	0	-2	2	-1	-1.0	1	3	23	-1
Cc1ccc(OCC(=O)N2CCN(C3=NS(=O)(=O)c4ccccc43)CC2)cc1	-2	0	5	10	-0.4	3	6	0	3
Cc1cccc(-n2ncc3c(NCCN4CCOCC4)ncnc32)c1	0	1	0	0	2.5	0	8	-4	18
NC(=O)c1ccccc1NC(=O)Nc1cccc(Cl)c1Cl	2	1	-1	3	0.3	0	5	-5	3
Cn1c(-c2ccc(F)cc2)cnc1NCc1cccc([N+](=O)[O-])c1	3	4	-2	4	0.9	0	1	-2	15
COc1ccc(/C=C/C(=O)Nc2ccc(NC(C)=O)cc2)cc1S(=O)(=O)N1CCOCC1	-3	-6	-3	11	0.7	0	5	0	5
S=C(NCc1ccncc1)NC1CCCCC1	-4	2	-4	-1	-0.5	7	2	3	-3
COc1ccccc1C(CNC(=O)C1CC(=O)N(Cc2ccc(C)cc2)C1)N1CCCC1 (centres undefined)	-1	-5	1	-3	-2.2	0	-3	-1	25
Cc1ccc(Sc2c(C)nn(C(=O)CNS(=O)(=O)c3ccc(F)cc3)c2C)cc1	2	2	-6	1	4.6	0	6	3	5
COc1cccc(N2[C@@H](CC(=O)O)c3cc(C(F)(F)F)ccc3S2(=O)=O)c1	-5	1	-5	5	-0.2	2	5	-2	-10
CC(C)C(C(=O)OCC(=O)c1ccc2c(c1)NC(=O)CO2)N1C(=O)c2ccccc2C1=O (centres undefined)	5	-1	7	5	3.0	0	-1	16	8
CC(C)COc1ccc(C(=O)CCN2CCCCC2)cc1	-13	2	9	-16	0.1	0	-2	-2	-1
C/C(=N\NC(=O)c1ccc([N+](=O)[O-])c(C)c1)c1ccccc1Cl	-1	-1	3	2	0.3	0	1	-1	0
Cc1cc(=O)n2nc(N3CCCC(C(=O)NCc4ccccc4Cl)C3)sc2n1 (centres undefined)	-3	1	0	7	0.3	0	0	-9	-3
Cc1ccc(C(=O)C(C)OC(=O)c2nc(Cl)ccc2Cl)cc1 (centres undefined)	-4	-2	-6	9	1.7	0	9	-1	0
Cc1ccc(C(=O)CSc2nn3c(=O)c(C(C)(C)C)nnc3s2)cc1	2	3	3	-7	1.3	2	-8	-2	-22
O=C(CSc1nnc(-c2ccccc2Cl)o1)Nc1ccccn1	-2	-1	6	3	-0.2	6	3	12	8
CCCSC1=C(C#N)C2(CCCCC2)C(C#N)=C(N)N1	-2	2	1	-3	0.9	0	6	-3	3
C/C(=N\NC(=O)c1cccc(S(=O)(=O)N2CCOCC2)c1)c1ccc(OCC(=O)N(C)C)cc1	5	-11	-1	3	-0.9	0	0	2	-1
COc1ccc(NC(=O)COC(=O)c2c(F)cccc2Cl)cc1OC	-17	-2	-3	6	-0.3	0	13	1	24
CC(=O)N1CCN(c2ccc(N)cc2)CC1	-1	0	.	-4	-0.8	5	-11	.	3
Cn1nnnc1SCC(=O)C(C)(C)C	2	-2	3	-6	-0.8	2	2	-2	0
COC(=O)c1ccc(CNC(=O)COC(=O)CCC2CCCC2)cc1	-5	-1	-3	1	1.8	0	2	-1	15
Cc1cc(C)cc(NC(=O)c2cc3c(=O)n4ccccc4nc3s2)c1	0	-1	-6	-1	0.8	0	7	7	-9
O=C(NC1CC1)c1ccc(CS(=O)c2ccc(Br)cc2)o1 (centres undefined)	-2	-7	-1	4	-0.8	0	-6	4	5
CC(=O)c1ccc2noc(-c3cccc(F)c3)c2c1	?	1	3	6	0.1	0	-5	-11	-2
Cc1ccc(S(=O)(=O)Nc2ccsc2C#N)cc1	1	-4	2	4	1.2	3	-5	13	2
Cc1ccc(S(=O)(=O)N2CCC3(CC2)CC(=O)c2ccccc2O3)cc1	15	1	-1	-3	-0.2	0	-4	7	8
COc1ccc(Nc2nc(N)nc(CSC(=S)N3CCN(c4ccccc4)CC3)n2)cc1	-1	0	3	-15	1.9	2	-9	8	1
CC1CCCN(Cc2c(O)ccc3c2O/C(=C\c2ccco2)C3=O)C1 (centres undefined)	0	-3	8	-3	-2.1	18	-27	-8	3
OCCN=C1CCCc2c1[nH]c1ccc(Cl)cc21	42	-3	1	1	5.3	0	4	-2	4
CCn1nnc2cc(C(=O)Nc3cccc(S(=O)(=O)N(C)C)c3)ccc21	5	-2	.	-8	0.7	1	12	.	2

Record cards (already shown). Order of values: GASC-1 inh, PP1 counter, Fh CTSL1 inh, proCasp3 act, PP5 primary, GRK2 inh, procasp7 counter, HCV core dimer, VLA-4 inh
CCOc1ccc(C2=CS/C(=C(\C#N)c3nnc4n3CCCCC4)N2CC)cc1 in the list: -8, 2, 5, -3, 0.7, 1, 1, -1, -14
CCCc1cc(=O)c2ccc(OCC(C)=O)cc2o1 in the list: -10, -4, 0, -5, 1.2, 2, -3, -2, 15

An excerpt from above in order of SMILES length, rising:
SMILES	GASC-1 inh	PP1 counter	Fh CTSL1 inh	proCasp3 act	PP5 primary	GRK2 inh	procasp7 counter	HCV core dimer	VLA-4 inh
CC(=O)N1CCN(c2ccc(N)cc2)CC1	-1	0	.	-4	-0.8	5	-11	.	3
OCCN=C1CCCc2c1[nH]c1ccc(Cl)cc21	42	-3	1	1	5.3	0	4	-2	4
O=C(CSc1nnc(-c2ccccc2Cl)o1)Nc1ccccn1	-2	-1	6	3	-0.2	6	3	12	8
O=C(NC1CC1)c1ccc(CS(=O)c2ccc(Br)cc2)o1 (centres undefined)	-2	-7	-1	4	-0.8	0	-6	4	5
COc1ccc(NC(=O)COC(=O)c2c(F)cccc2Cl)cc1OC	-17	-2	-3	6	-0.3	0	13	1	24
Cc1cc(=O)n2nc(N3CCCC(C(=O)NCc4ccccc4Cl)C3)sc2n1 (centres undefined)	-3	1	0	7	0.3	0	0	-9	-3
C/C(=N\NC(=O)c1cccc(S(=O)(=O)N2CCOCC2)c1)c1ccc(OCC(=O)N(C)C)cc1	5	-11	-1	3	-0.9	0	0	2	-1
